# D2 ag: activates the human D2 dopamine receptor | P14416 | HEK293 T-REx D2 cells, calcium flux agonist mode | activation, % at 2 µM | 0.53% of 340,000 active;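 active means activation over 3 SD above normal in the single-dose calcium agonist read, cut at about 30% in these data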; further: 0% is about no effect
#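 Tetracycline-induced HEK293 T-REx cells with force-coupled D2 receptor, plated overnight at 30 C, loaded with no-wash calcium dye. After a 10 s baseline, compound was pin-added and calcium flux read kinetically for 180 s; calcium rises flagged agonists.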
# TRHR PAM: allosterically enhances the human TRH receptor; TRHR cells, fluo-8 calcium fluorescence, EC20 TRH enhancement; enhancement, % at 2 µM; 0.66% of 360,000 active; in the data active means enhancement above about 30%; further: 0% is about no effect
# Target sequence (P34981 whole entry, looked up): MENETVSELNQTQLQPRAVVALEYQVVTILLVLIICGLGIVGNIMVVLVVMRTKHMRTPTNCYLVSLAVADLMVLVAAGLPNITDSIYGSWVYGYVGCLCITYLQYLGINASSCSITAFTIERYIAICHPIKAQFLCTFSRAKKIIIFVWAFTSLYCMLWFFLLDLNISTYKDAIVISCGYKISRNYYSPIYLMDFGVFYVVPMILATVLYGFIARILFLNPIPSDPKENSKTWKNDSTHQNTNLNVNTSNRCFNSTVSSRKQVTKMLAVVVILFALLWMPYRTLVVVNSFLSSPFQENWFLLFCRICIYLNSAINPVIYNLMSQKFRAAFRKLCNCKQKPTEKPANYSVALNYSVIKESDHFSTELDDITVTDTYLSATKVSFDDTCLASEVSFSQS
#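 TRHR-expressing cells loaded with fluo-8 calcium dye were read kinetically (ex 480/em 530) during compound addition, then stimulated with an EC20 of TRH (10 nM final). Enhancement of the Gq-mediated intracellular calcium response was scored.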
# IDH1 R132H inh: inhibitors of human mutant IDH1 R132H; O75874; IDH1-R132H enzyme, NADPH consumption, diaphorase/resazurin fluorescence; Potency, µM (titrated, usually from 76.6 µM), for inactives: top-dose activity change, negative = inhibition, hits mostly inhibitors; 0.093% of 390,000 active; AID 602179; further: potency means the concentration at half of the fitted maximal effect; on the % scale 0 is the no-effect control and ±100 the full control effect; nearly all actives have a fitted effect of over 65% in size
#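 IDH1-R132H (0.5 ug/mL dispensed) in pH 7.5 Tris buffer was preincubated 30 min with compound, then given a substrate mix of 0.016 mM NADPH and 2 mM alpha-KG for 80 min at room temperature; remaining NADPH was read by diaphorase/resazurin fluorescence.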
# Pin1 inhibitor: inhibitors of human Pin1. Q13526. Pin1 FP peptide displacement, HiFluor488, 10 min. Potency, µM (titrated, usually from 115 µM), for the others: top-dose activity, negative = inhibition, usual class: inhibitors. 0.009% of 390,000 active. AID 504891; active means well fitted inhibition curve with a large enough effect in the polarisation, with a control signal flat, not every such curve was filed as active; the % refers to the polarisation; further: potency means the concentration at half of the fitted maximal effect; on the % scale 0 is the no-effect control and ±100 the full control effect
# D2 antagonist: antagonists of human D2 dopamine receptor | P14416 | HEK293 TREx D2 cells, calcium flux, dopamine EC80 | inhibition, % at 10 µM | 2% of 340,000 active; in the data active means inhibition above about 30%; further: 0% is about no effect
#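 Calcium mobilization kinetics were recorded at 1 s intervals in tetracycline-induced HEK293 T-REx D2 cells, first for 180 s after compound addition and then 180 s after EC80 dopamine.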
# rTrxR1 inhibitor: blocks rat thioredoxin reductase 1 | O89049 | recombinant rTrxR1, NADPH fluorescence consumption, selenite substrate | Potency, µM (series often up to 114 µM), for the others: at the top dose activity change, negative = inhibition, hits mostly inhibitors | 1% of 390,000 active; further: potency means the concentration at half of the fitted maximal effect; on the % scale 0 is the no-effect control and ±100 the full control effect; nearly all actives have a fitted effect of over 65% in size
#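 Rat TrxR1 (90 nM in the dispensed reagent) was pre-reduced with 400 uM NADPH for 5 min at room temperature, then incubated with compound for 15 min. After 400 uM selenite was added, NADPH fluorescence (Ex 340/Em 450 nm) was followed for 8 min.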
# TrxR1 substrate: rat thioredoxin reductase 1 substrate activity; O89049; purified TrxR1 substrate turnover, NADPH consumption readout; Potency, µM (highest dose often 114 µM), for inactives: top-dose activity change, negative = substrate turnover; 0.01% of 390,000 active; further: potency means the concentration at half of the fitted maximal effect; on the % scale 0 is the no-effect control and ±100 the full control effect; nearly all actives have a fitted effect of over 50% in size
#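 Rat TrxR1, dispensed at 90 nM, was prereduced with 400 uM NADPH (final) for 5 min at ~22 deg C, then incubated with compound 15 min before 400 uM selenite. A first-read NADPH fluorescence drop versus no-compound background flagged substrates.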
# USP1 inh: inhibitors of human USP1/UAF1 deubiquitinase | O94782 | recombinant USP1/UAF1, Ub-Rhodamine cleavage fluorescence | Potency, µM (highest dose often 57.1 µM), for inactives: at the top dose activity change, negative = inhibition, usual class: inhibitors | 0.23% of 390,000 active; further: potency means the concentration at half of the fitted maximal effect; on the % scale 0 is the no-effect control and ±100 the full control effect; nearly all actives have a fitted effect of over 60% in size; inactives centre near -12
#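 USP1/UAF1 complex (1 nM) preincubated 15 min at room temperature with compound, then Ub-Rho substrate (150 nM final) added. Kinetic fluorescence at 480/540 nm over 6 reads at 60 s intervals; 50 mM HEPES pH 7.8, 0.5 mM EDTA, 0.1 mg/ml BSA, 1 mM TCEP, 0.01% Tween-20.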
# TRHR agonist: agonists of human TRH receptor. P34981. TRHR cells, calcium flux fluo-8, FDSS agonist mode. activation, % at 2 µM. 0.18% of 360,000 active. AID 493084; in the data active means activation above about 30%; further: 0% is about no effect
#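 Agonist-mode FDSS calcium read (Ex 480/Em 530, 1 s cycles) in 1536-well TRHR cells with fluo-8 dye, after 10-cycle baseline and 23 nL compound addition; TRH at EC20 (10 nM final) added afterwards for the enhancer phase.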
# * = called active by the depositor. Unless noted, the call rests on the fitted dose curve; in most records, active means well fitted inhibition curve with a large enough effect; inconclusive means small, poorly fitted or top-dose-only effect; inactive means no such curve, though single readings can be large or run the other way. This is a subset, so the mix of outcomes need not match the whole.
SMILES,D2 ag,TRHR PAM,IDH1 R132H inh,Pin1 inhibitor,D2 antagonist,rTrxR1 inhibitor,TrxR1 substrate,USP1 inh,TRHR agonist
O=C(CCN1CCN(CCO)CC1)N1c2ccccc2Sc2ccc(C(F)(F)F)cc21,-1.3,7,6%,-4%,18,25%,0%,-19%,-1.0
